Screens (PubChem)
D1 ag = Allosteric Agonists of the Human D1 Dopamine Receptor: qHTS. D(1A) dopamine receptor (Homo sapiens), P21728. HEK293 T-REx D1 cells, calcium flux, agonist mode. activation, % at 2 µM. hit rate 1% among 360,000; further: 0% is about no effect
Target sequence (P21728 whole entry, looked up): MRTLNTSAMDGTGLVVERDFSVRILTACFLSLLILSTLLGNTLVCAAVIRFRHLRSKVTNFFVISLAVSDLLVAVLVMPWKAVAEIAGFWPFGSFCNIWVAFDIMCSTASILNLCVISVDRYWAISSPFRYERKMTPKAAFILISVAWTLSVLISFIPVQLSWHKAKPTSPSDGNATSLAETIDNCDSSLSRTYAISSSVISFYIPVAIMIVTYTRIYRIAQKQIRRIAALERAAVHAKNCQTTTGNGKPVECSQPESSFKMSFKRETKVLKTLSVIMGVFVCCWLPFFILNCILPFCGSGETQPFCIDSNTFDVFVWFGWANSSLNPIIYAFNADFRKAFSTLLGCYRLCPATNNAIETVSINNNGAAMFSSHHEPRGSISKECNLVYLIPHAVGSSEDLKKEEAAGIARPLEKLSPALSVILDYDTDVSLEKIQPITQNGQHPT
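Inducible HEK293 T-REx D1 cells, force-coupled to calcium signalling, were plated at 4000 cells/well with tetracycline and held overnight at 30 C. After no-wash calcium dye loading, compound-evoked calcium rise over 180 s flagged agonists.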
D2 agonist = HTS Assay for Allosteric Agonists of the Human D2 Dopamine Receptor: Primary Screen for Agonists; AID 485358, 2010; activation, % at 2 µM; HEK293 T-REx D2 cells, calcium flux agonist mode; D(2) dopamine receptor (Homo sapiens), P14416; hit rate 0.53% among 340,000;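 active means activation over 3 SD above normal in the single-dose calcium agonist read, cut at about 30% in these data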; further: 0% is about no effect
Target sequence (P14416 whole entry, looked up): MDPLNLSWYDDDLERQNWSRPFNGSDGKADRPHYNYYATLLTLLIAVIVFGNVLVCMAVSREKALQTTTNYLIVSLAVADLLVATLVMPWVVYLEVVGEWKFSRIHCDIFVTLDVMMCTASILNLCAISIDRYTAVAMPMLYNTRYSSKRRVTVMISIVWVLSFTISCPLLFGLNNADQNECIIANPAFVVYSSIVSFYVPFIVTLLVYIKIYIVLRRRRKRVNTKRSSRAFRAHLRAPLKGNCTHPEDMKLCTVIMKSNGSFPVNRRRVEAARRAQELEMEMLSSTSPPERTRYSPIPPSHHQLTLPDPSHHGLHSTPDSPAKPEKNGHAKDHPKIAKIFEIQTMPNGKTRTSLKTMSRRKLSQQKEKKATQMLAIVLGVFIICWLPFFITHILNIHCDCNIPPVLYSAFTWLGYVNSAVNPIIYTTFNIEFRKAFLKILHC
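HEK293 Trex D2 cells, tetracycline-induced, o/n 30 C 5% CO2; no-wash Ca dye, RT 30–90 min; 10-cycle baseline, 23 nl cpd added, kinetic Ca read 180 s; agonist hits = positive Ca response.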
D1 PAM = Potentiators of Human D1 Dopamine Receptor: qHTS; D(1A) dopamine receptor (Homo sapiens), P21728; HEK293 TREx D1 cells, calcium flux, dopamine EC20 potentiation; potentiation, % at 10 µM; hit rate 0.036% among 360,000; AID 504651, 2011; in the data active means potentiation above about 30%; further: 0% is about no effect
D2 PAM = HTS Assay for Positive Allosteric Modulators of the Human D2 Dopamine Receptor: Primary Screen for Potentiators. HEK293 T-REx D2, calcium flux, EC20 dopamine potentiation. potentiation, % at 10 µM. hit rate 0.34% among 340,000;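 active means potentiation over 3 SD above the plate norm, cut at about 30% in these data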; further: 0% is about no effect
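Tetracycline-induced HEK293 T-REx cells force-coupled to calcium signalling expressed D2; compounds were pin-added after a 10 s baseline, read kinetically 180 s, then an EC20 dopamine challenge followed with a further 180 s calcium read.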
TRHR agonist = qHTS for Small Molecule Agonists and Allosteric Enhancers of Human TRH Receptor: Primary Screen for Agonists. Thyrotropin-releasing hormone receptor (Homo sapiens), P34981. TRHR cells, calcium flux fluo-8, FDSS agonist mode. activation, % at 2 µM. hit rate 0.18% among 360,000. AID 493084, 2011; further: 0% is about no effect
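Agonist-mode FDSS calcium read (Ex 480/Em 530, 1 s cycles) in 1536-well TRHR cells with fluo-8 dye, after 10-cycle baseline and 23 nL compound addition; TRH at EC20 (10 nM final) added afterwards for the enhancer phase.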
RXFP1 antagonist = qHTS Assay for Antagonists of the Relaxin Receptor RXFP1; Relaxin receptor 1 (Homo sapiens), Q9HBX9; HEK293-RXFP1, relaxin-stimulated cAMP HTRF, 30 min; stronger effect = lower value; activity change, negative = inhibition, % at 57.5 µM; hit rate 0.59% among 350,000;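 active means activity change of -60% or lower, but not beyond a set lower limit; inconclusive means change between -60% and -40%, or beyond the set limit; inactive means change above -40%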; further: on the % scale 0 is the no-effect control and ±100 the full control effect
D1 antagonist = Antagonist of Human D 1 Dopamine Receptor: qHTS | D(1A) dopamine receptor (Homo sapiens), P21728 | HEK293 TREx D1 cells, calcium flux, dopamine EC80; stronger effect = lower value | activity change, negative = inhibition, % at 10 µM | hit rate 3.2% among 360,000 | AID 504652, 2011; in the data active means activity change below about -30%; further: on the % scale 0 is the no-effect control and ±100 the full control effect
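Tetracycline-induced HEK293 Trex D1 cells, force-coupled to calcium, dye-loaded; compounds added and read 180 s, then EC80 dopamine added and calcium flux tracked kinetically another 180 s.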
D2 antag = HTS Assay for Allosteric Antagonists of the Human D2 Dopamine Receptor: Primary Screen for Antagonists | D(2) dopamine receptor (Homo sapiens), P14416 | HEK293 TREx D2 cells, calcium flux, dopamine EC80 | inhibition, % at 10 µM | hit rate 2% among 340,000 | AID 485344, 2010; in the data active means inhibition above about 30%; further: 0% is about no effect
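Cells plated overnight at 30 C with tetracycline; no-wash calcium dye, 30–90 min RT; 10 s baseline; compound pinned; 180 s read; EC80 dopamine added; another 180 s read.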
TRHR PAM = qHTS for Small Molecule Agonists and Allosteric Enhancers of Human TRH Receptor: Primary Screen for Enhancers | Thyrotropin-releasing hormone receptor (Homo sapiens), P34981 | TRHR cells, fluo-8 calcium fluorescence, EC20 TRH enhancement | enhancement, % at 2 µM | hit rate 0.66% among 360,000 | AID 493056, 2011; in the data active means enhancement above about 30%; further: 0% is about no effect
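TRHR-expressing cells loaded with fluo-8 calcium dye were read kinetically (ex 480/em 530) during compound addition, then stimulated with an EC20 of TRH (10 nM final). Enhancement of the Gq-mediated intracellular calcium response was scored.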
The depositor's hits bear a star; ? = inconclusive; . = no result given; & = joins results of further samples. Unless noted, no stated cut-off is given here; in the data, active means activation above about 30%; inactive means the rest.

SMILES | D1 ag | D2 agonist | D1 PAM | D2 PAM | TRHR agonist | RXFP1 antagonist | D1 antagonist | D2 antag | TRHR PAM
O=C(NC12CC3CC(CC(C3)C1)C2)N(Cc1ccccc1)Cc1ccncc1 | 2.0 | 1.5 | -4.7 | -2.4 | -0.6 | . | -11.7 | -1.1 | -11.0
Nc1cc(=O)[nH]c(SCc2csc(-c3ccccc3)n2)n1 | 4.4 | -0.2 | -3.9 | 0.7 | -0.1 | -4.3 | 1.1 | 1.7 | 6.8
CC1CCN(C(C)C(=O)Nc2ccccc2-c2ccccc2)CC1 (centres undefined) | 1.7 | 0.0 | 4.7 | -1.1 | -0.3 | -30.8 | 53.4 | -13.1 | 3.0
C(=N\NC1=NCCN1)/c1ccncc1 | 0.8 | -0.2 | -5.7 | -6.2 | -0.6 | 4.9 | 4.3 | -16.6 | 0.4
NC(=O)c1cc(NC(=O)CCc2nc3ccccc3s2)cc(C(N)=O)c1 | 2.6 | 0.7 | 12.1 | 1.7 | 3.6 | -2.8 | -24.2 | 4.3 | 8.5
COc1ccc(-c2cc(C(=O)Nc3c(C)n(C)n(-c4ccccc4)c3=O)no2)cc1OC | 0.7&-1.5 | 0.4&0.1 | -0.5&0.8 | -11.1&14.5 | -0.7&-0.3 | -1.0&-7.9 | -1.1&-4.1 | -11.7 | 8.4&2.0
CCCCNC(=S)N/N=C/c1ccc(C#N)cc1 | 1.9 | -3.4 | -6.4 | 9.6 | 0.8 | 11.2 | -22.2 | 39.3* | -5.3
Cc1ccc(CNC(=O)C2CCC(=O)N2Cc2ccccc2Cl)cc1 (centres undefined) | 2.9 | . | -2.0 | 1.7 | 0.1 | 4.4 | -3.9 | . | 5.4
CCCC(C)NC(=O)c1ccc(OCc2ccc(Cl)cc2)c(OC)c1 (centres undefined) | 2.4 | -0.9 | -4.4 | -4.7 | -0.1 | -10.6 | -12.4 | 3.8 | 2.2
O=C(COc1ccccc1)NNc1nc2ccccc2s1 | 1.1 | -0.2 | 2.1 | -10.2 | -0.3 | 3.2 | -10.1 | -2.9 | 17.3
Cc1ccc(-c2nnc(N3CCCCC3)c3ccccc23)cc1S(=O)(=O)N1CCN(C)CC1 | -0.4 | . | -6.4 | . | -1.0 | -2.3 | -9.6 | . | -9.9
Cc1cc(NC(=O)CSc2nnnn2-c2ccccc2C)no1 | 1.5 | . | 1.2 | . | -0.8 | 4.6 | 17.0 | . | -1.2
CSc1ccccc1C(=O)Nc1cccc(C)c1 | -0.4 | -0.5 | -1.4 | -0.5 | -0.4 | 0.9 | -10.1 | -1.9 | 12.0
COC(=O)c1c(NC(=O)COc2cccc(C(F)(F)F)c2)sc2c1CCCC2 | -1.7 | 0.4 | -0.8 | 0.9 | 0.0 | 4.2 | 1.6 | . | -3.1
CC1CC(=O)N(c2ccc(N(C)Cc3ccccc3)c([N+](=O)[O-])c2)C1=O (centres undefined) | 17.5 | -1.7 | -3.0 | -1.0 | -2.0 | 11.8 | -7.6 | 11.8 | -7.1
CC(C)(C)c1ccc(C(=O)NNC(=S)NC(=O)c2cccnc2)cc1 | -0.6 | 0.8 | 10.4 | -12.9 | -1.0 | -13.6 | -12.2 | -13.5 | 7.9
CC(=O)Nc1ccc(NC(=O)CCOc2ccccc2C)cc1 | 3.8 | 0.4 | -4.8 | 19.4 | 0.1 | 21.1 | -0.9 | -4.0 | 9.5
CCN(CC)CCNC(=O)c1cc2c(-c3cccc(OC)c3)nn(C)c2s1 | 4.7&9.5 | 1.2&1.1 | 3.7&0.3 | -8.3&-15.2 | 1.6&3.8 | -14.6&-5.3 | -4.9&-6.8 | 22.5 | 0.3&8.9
COc1cccc(OC)c1C(=O)N1CCN(Cc2ccccc2C(F)(F)F)CC1 | 2.3 | -2.7 | -4.0 | 17.8 | -1.3 | -13.4 | 15.9 | 7.0 | 1.4
Brc1ccc(-c2ccc(CNCc3ccccn3)o2)cc1 | 3.2 | -0.6 | -4.2 | -7.9 | -0.2 | 4.2 | 2.9 | -8.6 | 4.1
CCOC(=O)Cc1c(C)nc2cc(-c3ccc(C(C)(C)C)cc3)nn2c1C | 1.1 | 0.6 | -5.7 | 10.3 | 0.6 | -18.5 | -39.1* | . | 2.2
CN1/C(=C/C(=O)c2cccs2)Sc2ccccc21 | 3.9 | -1.4 | -2.9 | -5.2 | -0.4 | . | -8.2 | 6.5 | 7.3
Cc1cc(C(=O)CS(=O)(=O)c2ccc(F)cc2)cc(C)c1O | 1.0 | 0.3 | -2.9 | 7.2 | 0.2 | -6.2 | -5.9 | -11.2 | 2.5
c1ccc2c(CSc3ncnc4nc[nH]c34)cccc2c1 | 13.0 | 1.5 | 1.1 | -1.6 | 0.2 | -37.3 | -2.5 | 4.3 | -5.6
COc1ccc(-c2noc(CSc3nnc(-c4ccncc4)n3-c3ccc(OC)cc3)n2)cc1 | 4.6 | -1.2 | 0.8 | . | -1.3 | . | -10.3 | . | 4.8
O=C(NNC1=C(C(=O)C(F)(F)F)CCC1)c1ccccc1O | 0.8 | -0.9 | -6.1 | -12.9 | -0.1 | 18.1 | -7.1 | 12.2 | 6.4
CC(=O)Nc1ccc(NC(=O)C(C)OC(=O)CN(C)S(=O)(=O)c2ccc(Cl)cc2)cc1 (centres undefined) | 0.8 | 0.4 | -2.6 | -13.3 | 0.1 | 1.2 | -14.3 | -4.6 | 20.1
CC1CCc2c(sc3nnn(CC(=O)Nc4cccc(C(F)(F)F)c4)c(=O)c23)C1 (centres undefined) | 1.3 | 1.3 | -2.4 | 7.3 | 0.9 | -8.6 | -8.2 | . | 4.1
CCn1c(CNc2nc(-c3ccccc3)cs2)nnc1SCC(=O)NCc1ccccc1 | -2.3 | . | -1.8 | -4.4 | -0.3 | -7.9 | 15.7 | . | 7.6
O=C(OCCN1CCCCC1)c1ccccc1Br | 9.7 | 0.2 | -3.9 | -0.8 | 1.6 | 1.9 | -2.1 | 15.1 | -1.0
C=CCN(C(=O)CCc1ccccc1OC)c1nc(-c2ccc(S(C)(=O)=O)cc2)cs1 | -0.4 | -0.2 | -0.2 | -1.3 | -0.2 | 5.4 | 14.9 | -11.0 | 4.6
O=C(Nc1ccccn1)c1cccs1 | 0.5 | -0.9 | 0.0 | -11.1 | -0.4 | 1.5 | -2.2 | 3.3 | 6.2
Cc1noc(C)c1C(=O)OCC(=O)c1c(N)n(CC(C)C)c(=O)n(C)c1=O | 2.4 | . | -5.8 | . | 0.5 | 0.4 | -2.7 | . | -3.6
COc1ccc(CCNC(=O)C2CCN(C(=O)c3ccccc3)CC2)cc1 | 1.0 | 0.2 | 0.5 | 15.2 | -1.0 | 1.5 | 6.6 | 0.8 | -1.5
CCC(C)(C)NC(=O)c1ccc2c(c1)N(CC(=O)N1CCCC1)C(=O)C(C)(C)O2 | -0.6 | -0.3 | -1.4 | 7.8 | 0.1 | 0.8 | 7.8 | -7.6 | -5.1
CCOC(=O)C1(Cc2cccc(OC)c2)CCN(Cc2ccc(C)s2)CC1 | 0.0 | -0.1 | -1.5 | -15.4 | 0.9 | ? | 6.6 | 4.2 | -2.9

In the list so far, these have bromine:
SMILES | D1 ag | D2 agonist | D1 PAM | D2 PAM | TRHR agonist | RXFP1 antagonist | D1 antagonist | D2 antag | TRHR PAM
Brc1ccc(-c2ccc(CNCc3ccccn3)o2)cc1 | 3.2 | -0.6 | -4.2 | -7.9 | -0.2 | 4.2 | 2.9 | -8.6 | 4.1
O=C(OCCN1CCCCC1)c1ccccc1Br | 9.7 | 0.2 | -3.9 | -0.8 | 1.6 | 1.9 | -2.1 | 15.1 | -1.0

Next compounds
SMILES | D1 ag | D2 agonist | D1 PAM | D2 PAM | TRHR agonist | RXFP1 antagonist | D1 antagonist | D2 antag | TRHR PAM
O=C(COc1ccc2c3c(c(=O)oc2c1)CCC3)NCc1ccccn1 | 5.1 | -0.2 | 10.8 | -6.7 | -0.6 | 6.7 | -1.3 | 6.5 | 3.5
COc1ccc(CC(=O)NNC(=O)c2cc(Cl)ccc2OC)cc1 | 8.8 | 0.8 | -3.0 | -7.1 | 0.6 | -7.8 | 2.9 | 0.5 | -4.8
C[N+](C)(C)CCN1C(=O)CSC1=O | 2.7 | -0.4 | -3.1 | -4.6 | -0.8 | 0.2 | 0.0 | 17.1 | 1.2
Cc1ccc(C)c(-n2c(SCC(=O)NCC3CCCO3)nnc2-c2ccoc2C)c1 (centres undefined) | 1.8 | -0.1 | -5.3 | 8.9 | -0.2 | -1.4 | 14.2 | 11.4 | -2.8
CCc1nn2c(=O)c(S(=O)(=O)Nc3cccc(F)c3)c(C)nc2s1 | 6.9&11.5 | 0.3 | -4.5&-0.6 | 8.3&-2.4 | 0.1&1.6 | 5.7&-12.1 | -4.4&-11.3 | -2.0 | 3.5&-4.2
Cc1ccc(S(=O)(=O)C(C#N)c2nc3ccccc3nc2N2CCN(C)CC2)cc1C (centres undefined) | 1.4 | -0.4 | -2.4 | 2.0 | 1.6 | -3.3 | . | 2.7 | 5.3
O=C(Nc1ccc(N2CCCCC2)cc1)c1ccc([N+](=O)[O-])o1 | -2.5 | -0.3 | 6.0 | 4.6 | -0.9 | -7.5 | 17.2 | -6.2 | 0.8
Cc1ccc(N2C(=O)CC(Nc3cccc4ccccc34)C2=O)cc1 (centres undefined) | 1.3 | -0.2 | -3.9 | -0.8 | 0.5 | -8.0 | -4.5 | 3.7 | -2.8
Cc1cccc(NC(=O)Nc2cnccn2)c1 | 3.3 | 0.3 | -1.9 | -2.5 | -0.9 | 2.2 | 11.9 | -1.2 | 0.6
CCc1c(C(=O)Nc2cc(C)cc(C)c2)[nH]c(C)c1C(C)=O | 11.8 | -1.1 | -5.0 | -15.1 | 1.6 | -8.6 | -3.1 | 14.0 | 14.8
O=C(NCCc1ccncc1)Nc1cccc(Cl)c1 | 2.4 | -1.7 | 1.9 | -3.2 | 0.0 | -10.5 | -5.5 | -11.2 | -2.3
C=CCN1C(C(=O)c2ccccc2)=C(OC(=O)COc2ccccc2)c2ccccc2S1(=O)=O | -1.1 | -0.4 | -3.6 | 12.2 | -0.3 | 4.7 | 10.7 | 5.8 | -5.3
COc1ccc(-c2nnc(SCC(=O)N3CCCC3)o2)c(OC)c1 | 0.4 | 0.3 | -2.4 | 23.3 | 0.2 | 3.7 | -19.5 | 10.4 | 0.3
